Assay outcomes deposited in PubChem by several laboratories.
FID counter = fluorescent intercalator displacement, NS3 helicase counter-screen | inhibition, % at 7.9 µM | 290,000 compounds, 0.17% hits | AID 1845 | DNA fluorescent intercalator displacement, fluorescence; in the data active = inhibition above about 37%;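 also: 0% = vehicle and 100% = reference compound; higher means more ethidium bromide displaced from hairpin DNA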
CRFBP-R2 agonist = agonists of human CRF-binding protein/CRF-R2 receptor complex. 350,000 compounds, 0.46% hits. HEK293 CRF-R2/CRF-BP, calcium dye fluorescence (FLIPR); percent of saturating CRF peptide response. activation, % at 13.2 µM;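 active = activation of at least 50%, plus an integration ratio under a set limit after plate pattern correction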;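 also: plate controls were neutral control wells without compound for no effect and CRF at EC100 for full effect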
GalR3 antagonist = human GalR3 antagonism; inhibition, % at 3 µM; O60755; HEK293 GalR3-CNG cAMP membrane potential fluorescence; galR3 body fused to GalR1 C-terminus; 360,000 compounds, 0.44% hits;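 active = inhibition above the screen-wide average plus 3 SD, cut at about 13% in these data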;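 also: forskolin and galanin both at EC90 stimulate the cells; cAMP rise reported by CNG channel membrane potential dye signal; 0% = forskolin plus galanin with DMSO and 100% = forskolin alone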
Target sequence (O60755 1-299 limits assumed): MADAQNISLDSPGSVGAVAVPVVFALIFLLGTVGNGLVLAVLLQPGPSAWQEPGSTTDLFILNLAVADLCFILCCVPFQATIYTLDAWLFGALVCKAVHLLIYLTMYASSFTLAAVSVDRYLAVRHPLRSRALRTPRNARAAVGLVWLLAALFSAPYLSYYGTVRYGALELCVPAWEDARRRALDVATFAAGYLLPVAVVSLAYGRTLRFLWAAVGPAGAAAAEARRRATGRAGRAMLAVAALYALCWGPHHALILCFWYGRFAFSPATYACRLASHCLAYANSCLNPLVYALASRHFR
CRFR2-BP antag = CRF-BP/CRF-R2 complex antagonism. HEK293 CRF-R2/CRF-BP, CRF-induced calcium fluorescence. inhibition, % at 11.8 µM. 350,000 compounds, 0.59% hits. AID 588475;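 active = inhibition of the ligand-induced calcium signal above about 50% at the single tested concentration, limit read from the data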
NS3 helicase inh = inhibitors of Hepatitis C virus NS3 helicase; 290,000 compounds, 0.56% hits; NS3 helicase DNA unwinding, Cy5 molecular beacon fluorescence; inhibition, % at 10.9 µM;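 active = inhibition above the mean of all tested compounds plus 3 SD, set per campaign, cut at about 35% in these data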;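 also: 0% = DMSO wells and 100% = thioflavine S control wells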
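Assay system: hepatitis C virus NS3 helicase domain fragment enzyme. Also added: annealed dual-labelled DNA beacon duplex, ATP-started. Timing: 1 h reaction at 25 °C, ATP-initiated. Technique: Cy5 fluorescence at 0 and 60 min, beacon hairpin quenching. Evaluation: % inhibition of unwinding. Replication: one well per compound.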
MEKK2mut PB1 HTS = signal of MEK5 binding to mutant human MEKK2 PB1 domain; bead flow cytometry, Alexa488-MEK5 binding to MEKK2 mutant; percent response, % at 10 µM; 290,000 compounds, 0.35% hits; AID 1530; in the data active = percent response above about 24%, passing the limit was not always enough; also: inactives centre near 1; some results filed as inactive read as strong as hits; reference of the scale not given here
MEKK3 PB1 HTS = MEKK3-MEK5 PB1 interaction, increase or decrease; binding response (% of control), % at 10 µM; bead-based flow cytometry, Alexa488-MEK5 binding to MEKK3; actives lie on both sides; 0 = blocked by unlabeled MEK5, 100 = vehicle; Q99759; 290,000 compounds, 1.4% hits;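 active = binding response more than 3 SD above or below the average of its plate-row segment, actives on both sides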;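 also: Alexa488 bead fluorescence after subtracting the streptavidin-only scavenger bead signal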
Target sequence (Q99759 whole entry, looked up): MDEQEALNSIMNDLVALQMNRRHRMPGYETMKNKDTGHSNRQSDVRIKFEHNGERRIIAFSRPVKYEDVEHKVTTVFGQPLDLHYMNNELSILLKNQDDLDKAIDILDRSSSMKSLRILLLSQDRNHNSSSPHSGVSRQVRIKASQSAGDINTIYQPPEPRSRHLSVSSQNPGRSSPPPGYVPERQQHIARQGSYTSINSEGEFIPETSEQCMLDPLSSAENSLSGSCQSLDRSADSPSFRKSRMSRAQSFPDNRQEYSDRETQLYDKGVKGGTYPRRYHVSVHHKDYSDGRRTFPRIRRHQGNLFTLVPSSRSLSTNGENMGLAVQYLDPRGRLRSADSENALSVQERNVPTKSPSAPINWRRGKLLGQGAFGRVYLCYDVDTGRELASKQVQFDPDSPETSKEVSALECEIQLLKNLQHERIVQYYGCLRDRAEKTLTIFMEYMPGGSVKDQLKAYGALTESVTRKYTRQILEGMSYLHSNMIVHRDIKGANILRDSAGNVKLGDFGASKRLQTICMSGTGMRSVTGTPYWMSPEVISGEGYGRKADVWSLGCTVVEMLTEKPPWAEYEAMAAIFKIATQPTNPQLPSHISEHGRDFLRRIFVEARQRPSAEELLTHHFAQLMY
UBC9 SUMO inh = blocks human SUMOylation mediated by UBC9. inhibition, % at 35 µM. P63279. 290,000 compounds, 0.36% hits. HTRF SUMOylation assay, SAE1/SAE2 + UBC9, in vitro; in the data active = inhibition above about 50%, passing the limit was not always enough; also: strong numbers were not always called active
Target sequence (P63279 whole entry, looked up): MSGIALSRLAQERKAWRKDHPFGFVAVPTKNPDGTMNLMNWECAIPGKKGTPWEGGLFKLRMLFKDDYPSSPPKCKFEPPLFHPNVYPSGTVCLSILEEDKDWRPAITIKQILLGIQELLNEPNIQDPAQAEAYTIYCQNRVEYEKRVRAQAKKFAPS
MEKK2wt PB1 HTS = raises or lowers MEK5 binding to wildtype human MEKK2 PB1 domain | Q9Y2U5 | bead flow cytometry, Alexa488-MEK5 binding to MEKK2 WT; actives lie on both sides | binding response (% of control), % at 10 µM | 290,000 compounds, 1.1% hits | AID 1531; in the data active = binding response below about 67% or above about 130%
The depositor's hits bear a star; . = not tested or not shown. This is a subset (hit frequency here may not be typical).

Below each compound: FID counter	CRFR2-BP antag	MEKK2mut PB1 HTS	NS3 helicase inh	UBC9 SUMO inh	MEKK3 PB1 HTS	CRFBP-R2 agonist	MEKK2wt PB1 HTS	GalR3 antagonist
O=C(O)CCC(=O)N1CC=C(c2ccccc2)CC1
→ -4	-2	1	0	5	95	-0.8	96	1
O=C(CSc1ccsc1[N+](=O)[O-])NCc1ccco1
→ 0	0	3	8	4	102	-1.9	108	-5
CCOC(=O)N1CCC(NC(=S)Nc2ccc3nc(N4CCN(C)CC4)cc(C)c3c2)CC1
→ 14	11	-1	-21	10	108	-3.6	114	-3
Cc1cc(C)c2nc(Nc3nc(-c4ccccc4)cc(=O)[nH]3)nc(C)c2c1
→ -2	7	-7	-5	7	93	-0.4	90	-1
Cc1cc(C)nc(NS(=O)(=O)c2ccc(NC(=S)NC(=O)CC(C)C)cc2)n1
→ -14	-17	6	6	-55	104	1.4	105	-6
COCc1nnc(NC(=O)c2cc(C(=O)OC)cc([N+](=O)[O-])c2)s1
→ 1	-1	0	0	5	100	2.1	107	-2
CCOc1ccc(C(=O)C2CCN(CC(=O)Nc3ccccc3N3CCOCC3)CC2)cc1
→ -8	-2	3	-6	-6	100	4.7	97	-7
C[C@H](C(=O)NCc1ccccc1)C(=O)c1ccccc1
→ -4	-3	4	6	5	103	0.0	106	-2
CCN1CCCC1Cn1cnc2c([nH]c3ccc(C)cc32)c1=O (stereo not drawn)
→ 18	7	.	-3	2	.	-1.9	.	-6
CN(Cc1cccc([N+](=O)[O-])c1)Cc1cccc2ccccc12
→ 5	16	-2	-20	-6	100	2.7	95	0
O=C(CN1C(=O)COc2ccc(S(=O)(=O)N3CCOCC3)cc21)NCc1ccco1
→ -1	0	8	16	12	101	0.1	102	3
CCc1ccccc1NNC(=O)CCc1ccccc1
→ -7	-1	-16	-4	1	94	-1.5	94	0
O=C(O)C1C2C=CC(C2)C1C(=O)NCCCn1ccnc1 (stereo not drawn)
→ 2	15	-3	-2	8	102	-1.0	97	-5
COc1ccc(OCC(=O)Nc2ccc(S(=O)(=O)N(C)c3ccccc3)cc2)cc1
→ -17	0	1	-11	-15	102	3.0	101	-2
O=C(NC(=S)Nc1ccccc1Cl)c1cnn2c(C(F)(F)F)cc(C(F)(F)F)nc12
→ 2	-19	-19	-7	8	94	4.4	90	-5

Three compounds out of the list above, ordered by the value under CRFBP-R2 agonist, high to low.
Structure | CRFBP-R2 agonist
Cc1cc(C)nc(NS(=O)(=O)c2ccc(NC(=S)NC(=O)CC(C)C)cc2)n1 | 1.4
O=C(CN1C(=O)COc2ccc(S(=O)(=O)N3CCOCC3)cc21)NCc1ccco1 | 0.1
C[C@H](C(=O)NCc1ccccc1)C(=O)c1ccccc1 | 0.0

Additional records:
Below each compound: FID counter	CRFR2-BP antag	MEKK2mut PB1 HTS	NS3 helicase inh	UBC9 SUMO inh	MEKK3 PB1 HTS	CRFBP-R2 agonist	MEKK2wt PB1 HTS	GalR3 antagonist
CC(Oc1ccc(C#N)cc1)C(=O)c1ccc(F)c(F)c1 (stereo not drawn)
→ 1	-4	-1	3	-5	103	-0.9	102	-5
COc1ccc(C(=O)Nc2ccc(N3CCC(C)CC3)cc2)cc1Br
→ 0	-15	2	-1	-8	100	2.3	100	3
Cc1ccc(-c2noc(CSc3ccccc3)n2)cc1
→ -6	-17	0	15	-4	104	-0.3	105	-6
COC(=O)CN(c1ccc(C)c(Cl)c1)S(C)(=O)=O
→ 8	0	2	7	24	104	-1.5	102	-2
CCOc1ccc(-c2cc(N)n(S(=O)(=O)c3ccc(OC)c(OC)c3)n2)cc1
→ -10	30	0	-8	1	102	0.0	104	-6
Cc1noc(C)c1CSc1nc2ccccc2n1C
→ -9	-3	1	-11	7	98	0.8	98	-4
CCCc1cc(C(=O)N2CCN(c3ccc(C(F)(F)F)cn3)CC2)sc1C
→ -31	8	0	-8	-36	102	1.7	98	-6
N#Cc1ccc(OC(=O)Cc2ccsc2)cc1
→ -2	4	3	1	14	105	0.1	103	-4
C1=Nc2ccccc2CN1c1ccccc1
→ -3	-7	-3	-1	-8	103	-0.8	101	-5
Cc1nn(C(C)C(=O)NCCCN2CCCCC2C)c(=O)c2c1sc1ccccc12 (stereo not drawn)
→ 3	-6	3	-1	8	104	-0.3	106	0
CCC(=O)NC(/C=C/c1ccccc1)c1cc([N+](=O)[O-])c2cccnc2c1O (stereo not drawn)
→ 5	.	32	-4	-16	105	.	108	0
COC(=O)c1sc(S(=O)(=O)Nc2ccc(Br)cc2)c(C(=O)OC)c1C
→ -9	15	-3	22	-3	95	-2.2	93	-1
COc1cc(C(=O)Nc2nnc(C(F)(F)F)s2)c([N+](=O)[O-])cc1OC
→ 2	6	-3	-4	1	102	1.8	96	-8
CCOC(=O)N1CCN(C(=O)CSc2ccc3nnc(-c4ccccn4)n3n2)CC1
→ -8	-5	-2	-4	16	96	-0.3	97	-10
COc1ccc(C)cc1NC(=O)Cn1c(=O)oc2ccccc21
→ -6	16	1	-1	14	100	-0.1	100	-8

Copied from the list.
`COc1ccc(C)cc1NC(=O)Cn1c(=O)oc2ccccc21` in UBC9 SUMO inh reads 14
`Cc1ccc(-c2noc(CSc3ccccc3)n2)cc1` in MEKK3 PB1 HTS reads 104

Complete entries, quoted from the list. Order of screens: FID counter | CRFR2-BP antag | MEKK2mut PB1 HTS | NS3 helicase inh | UBC9 SUMO inh | MEKK3 PB1 HTS | CRFBP-R2 agonist | MEKK2wt PB1 HTS | GalR3 antagonist
COc1ccc(C(=O)Nc2ccc(N3CCC(C)CC3)cc2)cc1Br as listed: 0 | -15 | 2 | -1 | -8 | 100 | 2.3 | 100 | 3
COC(=O)CN(c1ccc(C)c(Cl)c1)S(C)(=O)=O as listed: 8 | 0 | 2 | 7 | 24 | 104 | -1.5 | 102 | -2
Cc1noc(C)c1CSc1nc2ccccc2n1C as listed: -9 | -3 | 1 | -11 | 7 | 98 | 0.8 | 98 | -4
N#Cc1ccc(OC(=O)Cc2ccsc2)cc1 as listed: -2 | 4 | 3 | 1 | 14 | 105 | 0.1 | 103 | -4
C1=Nc2ccccc2CN1c1ccccc1 as listed: -3 | -7 | -3 | -1 | -8 | 103 | -0.8 | 101 | -5

(further entries)
Below each compound: FID counter	CRFR2-BP antag	MEKK2mut PB1 HTS	NS3 helicase inh	UBC9 SUMO inh	MEKK3 PB1 HTS	CRFBP-R2 agonist	MEKK2wt PB1 HTS	GalR3 antagonist
O=C(CN1C(=O)COc2ccccc21)N(Cc1cccnc1)Cc1ccccc1F
→ -16	-10	2	8	19	94	-2.2	99	.
CCCCOP(=O)(c1ccc(N(C)C)cc1)C(O)c1cccnc1 (stereo not drawn)
→ -12	10	-3	15	19	100	0.3	97	-4
CC(C)C(=O)NC(=S)NCC(=O)c1ccccc1
→ 0	6	.	-2	-4	.	-1.2	.	-2
COc1cccc(NC(=O)Nc2ccc(Br)cn2)c1
→ -8	-10	9	-9	18	103	-0.1	99	-6
O=C(CCN1CCN(C/C=C/c2ccccc2)CC1)Nc1ccc(Cl)cc1
→ 18	5	10	-41	27	111	-1.3	120	7
S=C(Nc1ccc(Cl)cc1)NC1CC2CCC(C1)N2Cc1ccccc1 (stereo not drawn)
→ 23	-41	41	-47	-2	110	11	156*	-9
COc1cccc(C(=O)Nc2cc(OC)ccc2NC(=O)c2ccco2)c1
→ -14	-1	8	-10	-4	104	-1.6	109	-4
CC1(C)Cc2c(sc3nc4n(c(=O)c23)CCC4)CO1
→ 0	20	2	-4	-10	94	-3.6	96	-3
CN(C)/C=C/C=C1C(=O)CCCC1=O
→ 1	1	2	5	8	107	-0.1	98	-4
Cc1ccc(C)c(NC(=O)CSc2nnc(CSc3nc(C)cc(C)n3)n2Cc2ccco2)c1
→ -39	4	1	-1	12	101	-0.8	100	-1
Cc1c(CC(=O)NCCCO)c(=O)oc2cc3c(cc12)CCC(C)(C)O3
→ -10	16	-1	-16	-10	99	-0.8	100	-8
COc1ccc(Br)cc1CN1CCN(Cc2c[nH]c3ccccc23)CC1
→ 19	-24	27*	-80	-2	94	2.2	117	-14
CC(=O)Nc1ccc(NC(=O)C(C)Sc2nnc(-c3cccs3)o2)cc1 (stereo not drawn)
→ -5	2	-3	2	24	101	1.5	102	-6
Cc1cc(C)nc(N/N=C/c2cccc3ccccc23)n1
→ -5	-4	29	1	-31	102	-0.4	116	3
CC1CCN(CC(=O)Nc2ccc(S(=O)(=O)NC3CC3)cc2)CC1
→ 3	18	4	-6	30	112	-0.2	112	-8
COc1cc(/C=C/C(=O)NC(C)C)ccc1OCc1ccccc1
→ -28	-20	2	-11	4	102	-0.3	102	-4
CC[n+]1ccc(C)c2cc(SC(F)(F)F)ccc21
→ 4	-20	-6	-25	-21	107	2.3	99	.
COC(=O)c1cccnc1SCc1ccccc1
→ -4	15	-2	3	1	98	-3.2	94	-3
O=C(Nc1ccccc1)N(C1=NCCCCS1)c1ccccc1
→ -3	28	2	-3	-7	98	-0.2	99	-3
COC(=O)c1ccc(CSc2nc3ccccc3[nH]2)o1
→ -5	-12	7	1	12	104	-1.0	108	-5
COc1ccc(N(CC(=O)NCc2ccco2)S(=O)(=O)c2ccc(C)cc2)cc1OC
→ -20	-2	-4	-4	-10	103	0.7	95	-9
CCOc1ccc(/C=C/C(=O)C(C(N)=O)=C2SCCS2)cc1
→ -1	-4	1	-6	14	97	-0.9	97	-4
COc1ccc(-n2cnc3scc(-c4ccccc4)c3c2=O)cc1
→ -20	-25	.	-7	0	.	0.3	.	-5
Cc1ccccc1OCC(=O)Nc1cccc(N(C)S(C)(=O)=O)c1
→ -17	14	-11	-1	-8	75	-0.9	82	-10
CCOC(=O)N1CCN(CC(=O)Nc2ccc(F)cc2)CC1
→ -11	8	-1	1	5	99	-0.7	97	4
Cc1nc2cc(C(F)(F)F)ccc2n1C1CCN(CC(=O)N2CCOCC2)CC1
→ 1	18	-2	-3	8	101	0.8	102	-3
O=C(NCC1CC1)c1cc([N+](=O)[O-])cc([N+](=O)[O-])c1
→ -2	7	7	-11	0	106	-0.9	104	-7
NC(=O)COC(=O)CC(NC(N)=O)c1ccc(Cl)cc1 (stereo not drawn)
→ -3	7	3	-25	-2	96	-0.1	105	3
COc1cccc(C(=O)CC(=O)C(=O)Nc2ccc(C)cc2Cl)c1
→ -17	-5	7	63*	-7	100	0.3	102	-10
CC(C)Nc1nnc(SCC(=O)Nc2ccc(F)cc2)s1
→ -2	5	-7	1	22	89	0.8	91	-8
CCc1c(C2(O)CCCCC2)[nH]c2c(C(=O)OC)cc(Cl)cc12
→ -20	-18	1	-35	-15	103	0.7	101	-8
COCCNC(=S)N(CCc1c(C)[nH]c2ccc(C)cc12)Cc1ccco1
→ -15	1	-6	-9	-22	102	1.3	99	5

Reformatted with each value named: part of the list above.
> Cc1nc2cc(C(F)(F)F)ccc2n1C1CCN(CC(=O)N2CCOCC2)CC1
  FID counter = 1 | CRFR2-BP antag = 18 | MEKK2mut PB1 HTS = -2 | NS3 helicase inh = -3 | UBC9 SUMO inh = 8 | MEKK3 PB1 HTS = 101 | CRFBP-R2 agonist = 0.8 | MEKK2wt PB1 HTS = 102 | GalR3 antagonist = -3

> O=C(NCC1CC1)c1cc([N+](=O)[O-])cc([N+](=O)[O-])c1
  FID counter = -2 | CRFR2-BP antag = 7 | MEKK2mut PB1 HTS = 7 | NS3 helicase inh = -11 | UBC9 SUMO inh = 0 | MEKK3 PB1 HTS = 106 | CRFBP-R2 agonist = -0.9 | MEKK2wt PB1 HTS = 104 | GalR3 antagonist = -7
